IDH1 R132H inh: inhibitors of IDH1 R132H reductase, primary screen, biochemical, plate reader, single point. Isocitrate dehydrogenase [NADP] cytoplasmic (Homo sapiens), O75874. inhibition, % at 10 µM. hit rate 0.18% among 70,000. diaphorase/resazurin fluorescence, 60 min; in the data active = inhibition above about 34%;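 note: 0% = DMSO and 100% = no enzyme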
PRC2 inh: EZH2/PRC2 methyltransferase inhibitors, primary screen, biochemical, DELFIA time-resolved fluorescence, single point | inhibition, % at 12.5 µM | Histone-lysine N-methyltransferase EZH2 (Homo sapiens), Q15910 | PRC2 H3K27 methylation, DELFIA TRF, 1 h | hit rate 0.35% among 57,000;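 active = mean inhibition of replicates at least 50% and every single replicate also reaching 50%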;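 note: dimethyl H3K27 on biotinylated H3 21-44 peptide detected by antibody; plate controls were median neutral control wells for no effect and median positive control wells for full effect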
Target sequence (Q15910 whole entry, looked up): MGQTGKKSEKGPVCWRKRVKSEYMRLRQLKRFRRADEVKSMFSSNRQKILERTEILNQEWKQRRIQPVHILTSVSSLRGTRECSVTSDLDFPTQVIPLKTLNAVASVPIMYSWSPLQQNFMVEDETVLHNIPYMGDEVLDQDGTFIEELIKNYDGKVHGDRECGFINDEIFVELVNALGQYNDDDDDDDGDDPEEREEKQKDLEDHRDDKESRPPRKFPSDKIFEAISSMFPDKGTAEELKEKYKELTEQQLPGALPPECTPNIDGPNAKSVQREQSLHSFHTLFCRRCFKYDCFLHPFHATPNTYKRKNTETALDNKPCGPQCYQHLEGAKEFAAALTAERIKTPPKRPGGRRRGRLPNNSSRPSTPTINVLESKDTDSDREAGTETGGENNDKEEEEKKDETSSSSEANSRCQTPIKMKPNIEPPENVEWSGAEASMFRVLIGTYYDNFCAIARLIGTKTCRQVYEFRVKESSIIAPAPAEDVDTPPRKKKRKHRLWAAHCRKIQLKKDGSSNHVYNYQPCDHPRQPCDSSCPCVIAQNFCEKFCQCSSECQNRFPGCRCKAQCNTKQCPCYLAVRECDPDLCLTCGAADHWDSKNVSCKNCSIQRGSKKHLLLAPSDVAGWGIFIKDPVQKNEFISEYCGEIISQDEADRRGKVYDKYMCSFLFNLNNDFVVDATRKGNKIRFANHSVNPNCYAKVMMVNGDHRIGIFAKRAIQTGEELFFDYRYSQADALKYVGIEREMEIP
Active calls of the source: *; x = no result given. Only part of the results is shown; rates above refer to the full screens.

Values in the order – IDH1 R132H inh | PRC2 inh
> C/C=C/c1cnc2c(c1)C(=O)N([C@H](C)CO)C[C@@H](C)[C@@H](CN(C)C(=O)C1CCCCC1)O2
  0.0 | x
> C[C@@H]1CCCCO[C@H](CN(C)C(=O)c2ccccc2)[C@@H](C)CN([C@H](C)CO)C(=O)c2cc(NS(C)(=O)=O)ccc2O1
  1.3 | 3.2
> Cc1ccc(S(=O)(=O)N(C)C[C@H]2Oc3ccc(NC(=O)Cc4ccccc4)cc3C(=O)N([C@H](C)CO)C[C@H]2C)cc1
  0.3 | -2.7
> Cc1ccc(S(=O)(=O)N[C@@H]2CC[C@@H](CCNS(=O)(=O)Cc3ccccc3)O[C@H]2CO)cc1
  -0.1 | 1.6
> C[C@@H]1CN([C@H](C)CO)C(=O)Cc2cc(NC(=O)CCCN(C)C)ccc2O[C@H]1CN(C)Cc1ccc(-c2ccccc2)cc1
  1.3 | x
> CCCC#Cc1cnc2c(c1)C(=O)N([C@H](C)CO)C[C@@H](C)[C@@H](CN(C)C(=O)Cc1ccccc1)O2
  -0.1 | x
> CN(C)CCC(c1ccc(Br)cc1)c1ccccn1 (stereo not drawn)
  -0.2 | x
> O=C(NCC[C@H]1CC[C@@H](NS(=O)(=O)c2cccc(F)c2)[C@H](CO)O1)C1CCOCC1
  0.0 | 7.4
> Cc1ccc(S(=O)(=O)Nc2ccc3c(c2)CC(=O)N([C@H](C)CO)C[C@@H](C)[C@H](CN(C)S(=O)(=O)c2ccc(F)cc2)O3)cc1
  -0.6 | x
> CO[C@@H]1CN(C)C(=O)c2cc(NC(=O)c3ccccc3F)ccc2OC[C@H](C)N(CC2CCOCC2)C[C@@H]1C
  0.3 | -3.6
> Cc1c(Cl)cccc1NC(=O)CCN1C(=O)c2ccc([N+](=O)[O-])cc2C1=O
  0.4 | -7.4
> CO[C@H]1CN(C)C(=O)c2ccc(NC(=O)C3CCOCC3)cc2OC[C@H](C)N(C(C)=O)C[C@@H]1C
  0.2 | -0.6
> C[C@@H]1CN([C@@H](C)CO)C(=O)c2cc(NC(=O)Nc3ccc4c(c3)OCO4)ccc2O[C@@H]1CN(C)Cc1ccc2c(c1)OCO2
  -2.0 | -6.5
> COCC(=O)N(C)C[C@@H]1Oc2cc(-c3ccccc3F)ccc2S(=O)(=O)N([C@@H](C)CO)C[C@H]1C
  0.6 | 4.4
> O=C(Cn1c(-c2ccccn2)nc2ccccc21)NCCN1CCOCC1
  0.4 | -2.5
> NC(=O)NCC#Cc1ccc2c(c1)[C@]1(C(=O)N2)[C@H](c2ccc(OCCO)cc2)N2[C@H](c3ccccc3)[C@H](c3ccccc3)OC(=O)[C@H]2[C@@H]1C(=O)N1CCCCCCC1
  0.5 | -37.9
> CNC[C@H]1Oc2ccc(NC(=O)CCN3CCOCC3)cc2CC(=O)N([C@H](C)CO)C[C@@H]1C
  4.0 | 2.8
> C[C@@H]1CN([C@H](C)CO)C(=O)Cc2cc(NC(=O)CCC(F)(F)F)ccc2O[C@@H]1CN(C)CC1CC1
  0.0 | 4.4
> NC(=O)[C@]1(Cc2ccccc2)N=C(c2ccc(OCCCO)cc2)O[C@@H]1c1ccccc1
  0.3 | -7.5
> CC(C)(C)Cc1nc(C2(c3ccc(Cl)cc3Cl)CC2)no1
  -0.6 | 3.0
> CC(=O)N(C)C[C@H]1Oc2cc(-c3cncnc3)ccc2S(=O)(=O)N([C@H](C)CO)C[C@@H]1C
  -0.5 | -0.2
> C/C=C/c1ccc2c(c1)O[C@H](CN(C)C(=O)CC)[C@@H](C)CN([C@H](C)CO)S2(=O)=O
  0.7 | 0.1
> Cc1ccc(S(=O)(=O)Nc2ccc3c(c2)C(=O)N([C@H](C)CO)C[C@H](C)[C@H](CN(C)C)OCCCC[C@@H](C)O3)cc1
  1.7 | -12.8
> C[C@@H]1CN([C@@H](C)CO)S(=O)(=O)c2ccc(Br)cc2O[C@@H]1CN(C)S(=O)(=O)c1ccc(F)cc1
  0.5 | x
> COc1ccc(S(=O)(=O)N(C)C[C@H]2Oc3ccc(NC(=O)c4ccncc4)cc3CC(=O)N([C@@H](C)CO)C[C@@H]2C)cc1
  -12.2 | x
> CCN(CC(=O)Nc1cccc(Cl)c1)S(=O)(=O)c1ccc(Br)cc1
  0.3 | -2.4
> C[C@@H]1CCCCO[C@H](CN(C)S(=O)(=O)c2cn(C)cn2)[C@@H](C)CN([C@H](C)CO)C(=O)c2cc(NS(=O)(=O)c3cn(C)cn3)ccc2O1
  -6.7 | x
> COCC(=O)Nc1ccc2c(c1)OC[C@H](C)N(Cc1ccccc1OC)C[C@@H](C)[C@@H](OC)CN(C)C2=O
  0.0 | -9.3
> C[C@@H]1CN([C@@H](C)CO)C(=O)c2cc(NC(=O)Nc3ccc4c(c3)OCO4)ccc2O[C@@H]1CN(C)Cc1ccc(C(=O)Nc2ccccc2N)cc1
  x | -34.6
> C[C@H]1CN([C@@H](C)CO)C(=O)Cc2cc(NS(=O)(=O)c3cn(C)cn3)ccc2O[C@H]1CN(C)CC1CC1
  3.3 | x

2 of the compounds above, field by field.
> C[C@H]1CN([C@@H](C)CO)C(=O)Cc2cc(NS(=O)(=O)c3cn(C)cn3)ccc2O[C@H]1CN(C)CC1CC1
  IDH1 R132H inh: 3.3 | PRC2 inh: x
> CCN(CC(=O)Nc1cccc(Cl)c1)S(=O)(=O)c1ccc(Br)cc1
  IDH1 R132H inh: 0.3 | PRC2 inh: -2.4

Among those listed so far, 3 contain a Cl atom.
Values in the order – IDH1 R132H inh | PRC2 inh
> Cc1c(Cl)cccc1NC(=O)CCN1C(=O)c2ccc([N+](=O)[O-])cc2C1=O
  0.4 | -7.4
> CC(C)(C)Cc1nc(C2(c3ccc(Cl)cc3Cl)CC2)no1
  -0.6 | 3.0
> CCN(CC(=O)Nc1cccc(Cl)c1)S(=O)(=O)c1ccc(Br)cc1
  0.3 | -2.4

Other entries.
Values in the order – IDH1 R132H inh | PRC2 inh
> Cc1ccc(S(=O)(=O)NCC(=O)Nc2ccc(Br)cc2F)cc1
  -0.5 | -9.6
> CC(=O)N(C)C[C@H]1Oc2cc(C#CC(C)(C)O)ccc2S(=O)(=O)N([C@H](C)CO)C[C@@H]1C
  -2.9 | 7.0
> COC(=O)c1ccccc1NC(=O)COc1cc(C)c(Br)c(C)c1
  0.4 | 2.4
> COc1ccc(NC(=O)N(C)C[C@H]2Oc3ccc(NC(=O)NC4CCCCC4)cc3CC(=O)N([C@H](C)CO)C[C@@H]2C)cc1
  0.2 | -16.4
> CN(C)C(=O)C[C@H]1C[C@H]2c3cc(NS(=O)(=O)c4ccccc4)ccc3O[C@H]2[C@H](CO)O1
  -0.6 | 1.4
> O=C(Cc1ccccc1[N+](=O)[O-])Nc1ccc(S(=O)(=O)N2CCCCC2)cc1
  -0.1 | 3.5
> CO[C@H]1CN(C)C(=O)c2cc(NC(=O)C3CCC3)ccc2OC[C@@H](C)N(C)C[C@@H]1C
  0.4 | 5.6
> CCCNC(=O)N(C)C[C@@H]1Oc2ncc(C#Cc3ccccc3F)cc2C(=O)N([C@H](C)CO)C[C@@H]1C
  x | -37.4
> O=C(C[C@H]1CC[C@@H](NC(=O)C2CCOCC2)[C@@H](CO)O1)NCc1ccccc1Cl
  0.4 | -11.9
> C[C@@H]1CN([C@@H](C)CO)C(=O)c2cccc(NC(=O)Nc3ccc4c(c3)OCO4)c2O[C@@H]1CN(C)C(=O)Nc1ccc(C(F)(F)F)cc1
  1.8 | x
> C[C@@H]1CN([C@@H](C)CO)C(=O)Cc2cc(NS(=O)(=O)c3ccccc3)ccc2O[C@H]1CN(C)C(=O)NC1CCCCC1
  0.1 | 3.2
> O=C(O)c1cc(NC(=O)C2CC=CCC2C(=O)O)ccc1Cl (stereo not drawn)
  -0.7 | -1.0
> C[C@@H]1CN([C@H](C)CO)C(=O)c2cccc(N(C)C)c2O[C@H]1CN(C)Cc1ccc(-c2ccccc2)cc1
  x | 3.7
> O=C(C[C@H]1CC[C@H](NC(=O)C2CCC2)[C@H](CO)O1)NCCCN1CCOCC1
  0.1 | 4.3
> C=CCOc1ccccc1/C=N/NC(=O)c1ccccc1O
  -0.1 | 10.2
> CCCC#Cc1cnc2c(c1)C(=O)N([C@@H](C)CO)C[C@@H](C)[C@H](CN(C)Cc1ccncc1)O2
  4.6 | x
> CCCOc1ccc(C(=O)C2C(=O)C(=O)N(c3nc(C)c(C(=O)OC)s3)C2c2ccco2)cc1 (stereo not drawn)
  -0.1 | 0.6
> Cc1ccc(S(=O)(=O)N(C)C[C@@H]2OCCCC[C@H](C)Oc3ccc(NC(=O)Nc4ccc(F)cc4)cc3C(=O)N([C@H](C)CO)C[C@@H]2C)cc1
  -1.4 | x
> C[C@H](CO)N1C[C@H](C)[C@@H](CN(C)S(C)(=O)=O)Oc2c(NC(=O)Nc3ccc4c(c3)OCO4)cccc2C1=O
  2.9 | x
> CCCNC(=O)N(C)C[C@H]1Oc2cc(C#CCOC)ccc2S(=O)(=O)N([C@H](C)CO)C[C@@H]1C
  -1.7 | 18.1

Additional entries:
molecule	IDH1 R132H inh	PRC2 inh
C[C@@H]1CN([C@@H](C)CO)S(=O)(=O)c2ccc(-c3ccccc3)cc2O[C@@H]1CN(C)C	-0.8	8.1
C[C@@H]1CN([C@H](C)CO)C(=O)c2cc(-c3ccccc3)cnc2O[C@H]1CN(C)C(=O)c1ccccn1	0.0	x
C[C@@H]1CCCCO[C@@H](CN(C)S(=O)(=O)c2ccc(Cl)cc2)[C@@H](C)CN([C@H](C)CO)C(=O)c2cc(NC(=O)Nc3ccccc3)ccc2O1	0.8	x
COc1ccc(NC(=O)N(C)C[C@@H]2Oc3ccc(NS(=O)(=O)c4ccc(F)cc4)cc3C(=O)N([C@H](C)CO)C[C@H]2C)cc1	-7.3	x
O=C(CCN1CCCCC1)NCC[C@@H]1CC[C@@H](NC(=O)C2CC2)[C@H](CO)O1	0.1	1.2
C[C@H](CO)N1C[C@H](C)[C@@H](CN(C)Cc2ccc(C(F)(F)F)cc2)Oc2ccc(NC(=O)C3CC3)cc2CC1=O	-0.1	-29.2
CC(C)(O)/C(=C/C#N)n1cccn1	0.2	-3.7
C[C@H](CO)N1C[C@H](C)[C@@H](CN(C)Cc2ccc(C(=O)Nc3ccccc3N)cc2)Oc2ccc(NC(=O)Nc3ccc(F)cc3)cc2CC1=O	-1.1	x
COC(=O)c1sccc1NC(=O)c1cc(-c2ccccn2)nc2ccc(Br)cc12	0.1	-8.5
C[C@@H]1CN([C@H](C)CO)C(=O)c2cc(C3=CCCCC3)cnc2O[C@H]1CN(C)CC1CCOCC1	1.9	x
O=C(N/N=C/c1cccc2ccccc12)c1ccccc1O	0.1	1.8
O=S(=O)(N[C@H]1CC[C@H](CCn2cc(-c3cccc(F)c3)nn2)O[C@H]1CO)c1ccc(F)cc1	0.0	-10.3
CNC[C@@H]1OCCCC[C@@H](C)Oc2ccc(NS(C)(=O)=O)cc2C(=O)N([C@@H](C)CO)C[C@@H]1C	x	-9.1
C[C@H]1CN([C@@H](C)CO)C(=O)CCCn2cc(nn2)CO[C@@H]1CN(C)C(=O)Nc1ccc(F)cc1	1.1	1.1
COC(=O)c1ccc(NC(=O)CN(c2ccccc2Br)S(C)(=O)=O)cc1	0.2	-10.7
CNC[C@@H]1Oc2ccc(NS(=O)(=O)c3cn(C)cn3)cc2CC(=O)N([C@H](C)CO)C[C@H]1C	1.3	8.2
COc1ccc(OCC(=O)Nc2ccc(C)cc2[N+](=O)[O-])cc1	0.2	0.7
CCOC(=O)c1c(NC(=O)COc2cc(C)ccc2C)sc(C)c1C	-0.1	1.4
C[C@H](CO)N1C[C@H](C)[C@H](CN(C)Cc2ccc(C(=O)Nc3ccccc3N)cc2)Oc2c(NC(=O)c3ccncc3)cccc2C1=O	-0.7	-1.3
CC(C)NC(=O)Nc1ccc2c(c1)CC(=O)N([C@@H](C)CO)C[C@@H](C)[C@@H](CN(C)Cc1ccc(Oc3ccccc3)cc1)O2	-1.0	-6.3
C[C@H]1CN([C@@H](C)CO)C(=O)Cc2cc(NC(=O)CCC(F)(F)F)ccc2O[C@H]1CN(C)C(=O)Nc1ccc2c(c1)OCO2	-11.6	5.0
COc1cc(Br)cc(/C=N/NC(=O)CCCCCCC(=O)O)c1O	0.2	0.7
CC(C)NC(=O)N(C)C[C@@H]1Oc2cc(-c3ccccc3)ccc2S(=O)(=O)N([C@H](C)CO)C[C@H]1C	-0.3	-13.6
COc1ccc(S(=O)(=O)N(C)C[C@H]2OCCCC[C@H](C)Oc3ccc(NS(=O)(=O)c4ccc(C)cc4)cc3C(=O)N([C@H](C)CO)C[C@@H]2C)cc1	-1.2	x
C/C=C/[C@@H](CC(=O)N1Cc2ccccc2C[C@H]1CO)[Si](C)(C)c1ccc(OC)cc1	x	35.6
Cc1cccc(S(=O)(=O)N[C@H]2CC[C@@H](CCNC(=O)Nc3cc(F)ccc3F)O[C@H]2CO)c1	-0.6	5.3
C[C@H](CO)N1C[C@H](C)[C@H](CN(C)Cc2ccc(-c3ccccc3)cc2)Oc2ccc(NC(=O)Nc3ccc4c(c3)OCO4)cc2C1=O	0.1	x
Cc1cc(C)c(S(=O)(=O)NCc2ccccn2)cc1C	2.8	x
C[C@@H]1CN([C@H](C)CO)C(=O)c2cc(NC(=O)Nc3ccc(C(F)(F)F)cc3)ccc2O[C@H]1CN(C)Cc1ccc(C(=O)Nc2ccccc2N)cc1	0.2	-33.1

Source: PubChem BioAssay (Broad Institute)
